# Anesthetic bind: binds horse apoferritin like a general anesthetic | P02791 | AID 485281 | hit rate 0.074% among 350,000 | Potency, µM (top dose mostly 77.5 µM), for the others: top-dose activity change, negative = displacement, actives largely listed as inhibitors | apoferritin/1-aminoanthracene competitive binding, fluorescence; note: % is set by controls: 0 for no effect and ±100 for the full control effect; nearly all actives have a fitted effect of over 20% in size
# Target sequence (P02791 2-175 limits assumed): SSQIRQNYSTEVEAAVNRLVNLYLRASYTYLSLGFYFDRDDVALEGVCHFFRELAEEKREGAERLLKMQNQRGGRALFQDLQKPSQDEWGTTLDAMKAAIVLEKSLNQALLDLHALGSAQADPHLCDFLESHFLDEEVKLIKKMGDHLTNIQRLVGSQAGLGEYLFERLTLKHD
#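 Concentration-response curves derived by four-parameter Hill fitting of normalized fluorescence, where compounds displaced 1-AMA from 10 uM horse apoferritin following a brief 10 min room-temperature incubation; propofol titration acted as positive control.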
# Pol beta inh: inhibitors of human DNA polymerase beta; P06746; Pol beta primer extension/strand displacement, fluorescence kinetic; Potency, µM (top dose mostly 114 µM), without a hit: top-dose activity change, negative = inhibition, most hits filed as inhibitors; hit rate 1.3% among 340,000; note: % is set by controls: 0 for no effect and ±100 for the full control effect
#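 Kinetic readout of DNA synthesis with strand displacement by Pol beta. Compound and 10 nM enzyme sit 15 min at room temperature; 50 nM substrate starts the reaction, read immediately and at 10 min.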
# Pol iota inh: DNA polymerase iota (human) inhibition; hit rate 1% among 390,000; Q9UNA4; Pol iota fluorescent replication assay, 10 min; Potency, µM (highest dose often 115 µM), for inactives: at the highest dose activity, negative = inhibition, most hits filed as inhibitors
#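 Pol iota at 10 nM preincubated 15 min with compounds at room temperature; reaction started with fluorescent substrate, 50 nM final. Fluorescence read kinetically at 0 and 10 min; buffer-only wells as negative control.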
# BLM helicase inh: Bloom syndrome helicase (human) inhibition; P54132; recombinant BLM DNA unwinding, fluorescence dequenching; Potency, µM (doses to about 56.1 µM), for inactives: top-dose activity change, negative = inhibition, hits mostly inhibitors; hit rate 0.2% among 350,000;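 note: plate controls were vehicle for no effect and no enzyme for full effect; nearly all actives have a fitted effect of over 35% in size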
# POLH inh: inhibitors of human DNA polymerase eta. Q9Y253. hit rate 1.2% among 390,000. recombinant Pol eta, fluorescent DNA replication assay. Potency, µM (titrated, usually from 114 µM), for the others: at the highest dose activity change, negative = inhibition, hits mostly inhibitors. AID 588591; note: % is set by controls: 0 for no effect and ±100 for the full control effect
#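 Fluorescent replication assay: 50 nM final substrate added after a 15 min room-temperature compound preincubation with 10 nM enzyme. Signal taken at 0 min and again at 10 min.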
# BAZ2B block: inhibitors of human BAZ2B bromodomain; AlphaScreen BAZ2B-H3K14Ac peptide displacement; Potency, µM (titrated, usually from 114 µM), without a hit: at the highest dose activity change, negative = inhibition, actives largely listed as inhibitors; hit rate 4.4% among 360,000; note: % is set by controls: 0 for no effect and ±100 for the full control effect; nearly all actives have a fitted effect of over 60% in size
#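 AlphaScreen luminescence quantifies BAZ2B engagement of H3K14Ac peptide; the protein and biotinylated peptide are both at 50 nM final, buffer PBS pH 7.4 with 0.01% Tween-20, all steps at room temperature.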
# APEX1 inh: inhibitors of human APE1 endonuclease | P27695 | recombinant APE1, TAMRA/BHQ-2 abasic DNA cleavage fluorescence | Potency, µM (series often up to 65.8 µM), for inactives: at the top dose activity change, negative = inhibition, usual class: inhibitors | hit rate 0.35% among 350,000 | AID 2517;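 note: plate controls were vehicle for no effect and reference inhibitor for full effect; nearly all actives have a fitted effect of over 55% in size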
# Target sequence (P27695 whole entry, looked up): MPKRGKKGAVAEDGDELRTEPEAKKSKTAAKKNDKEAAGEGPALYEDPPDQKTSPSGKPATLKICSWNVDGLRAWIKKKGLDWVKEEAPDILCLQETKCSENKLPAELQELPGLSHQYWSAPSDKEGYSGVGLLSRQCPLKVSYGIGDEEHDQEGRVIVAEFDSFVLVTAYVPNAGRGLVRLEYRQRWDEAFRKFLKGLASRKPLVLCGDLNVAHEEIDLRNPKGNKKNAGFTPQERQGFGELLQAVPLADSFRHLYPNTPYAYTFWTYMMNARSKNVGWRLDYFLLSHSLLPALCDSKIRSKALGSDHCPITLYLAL
#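 0.75 nM APE1 + cpd, 15 min RT; start w/ 50 nM TAMRA/BHQ-2 THF-abasic dsDNA; kinetic fluor 525/598 nm ×3 reads @60 s; Δ(read3−read1); normalized to DMSO and NSC13755 control wells.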
# G9a block: inhibitors of human histone lysine methyltransferase G9a; Potency, µM (highest dose often 102 µM), for the others: at the highest dose activity, negative = inhibition, hits mostly inhibitors; Q96KQ7; hit rate 8.8% among 350,000; G9a H3K9 monomethylation, AlphaScreen, 2 h; AID 504332; note: % is set by controls: 0 for no effect and ±100 for the full control effect; nearly all actives have a fitted effect of over 75% in size
# Target sequence (Q96KQ7 913-1193 limits assumed): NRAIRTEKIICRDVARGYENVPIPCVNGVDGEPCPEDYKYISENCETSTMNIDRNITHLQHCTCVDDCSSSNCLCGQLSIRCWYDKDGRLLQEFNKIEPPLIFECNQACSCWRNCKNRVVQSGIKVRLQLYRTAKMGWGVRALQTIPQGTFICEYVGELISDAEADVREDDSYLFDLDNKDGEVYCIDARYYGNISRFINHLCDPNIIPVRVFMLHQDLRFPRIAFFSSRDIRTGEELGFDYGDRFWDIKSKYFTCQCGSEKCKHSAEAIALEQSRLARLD
#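 G9a (20 nM) preincubated 15 min RT with compounds, then 500 nM biotinylated H3K9 peptide and 20 uM SAM added; 2 h RT reaction. Monomethyl-H3K9 product detected by AlphaScreen with anti-H3K9me1 antibody, streptavidin donor and anti-rabbit IgG acceptor beads.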
# POLK inh: blocks human DNA polymerase kappa activity | Q9UBT6 | purified Pol kappa, fluorescent DNA synthesis assay, 10 min | Potency, µM (highest dose often 107 µM), inactives show at the top dose activity, negative = inhibition, actives largely listed as inhibitors | hit rate 0.53% among 400,000 | AID 588579; note: % is set by controls: 0 for no effect and ±100 for the full control effect
#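 First, compounds were pin-transferred onto 10 nM Pol kappa. After 15 min at room temperature, substrate was added to 50 nM final. Fluorescence was then measured kinetically at 0 and 10 min.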
# Starred values were filed as active, the others as inactive; u = inconclusive; x = not tested or not shown; [ ] = dose if it differs, or a comment. Calls come from the whole dose curve; as a rule, active = well fitted curve in the direction sought with a large enough effect; inconclusive = small, poorly fitted or top-dose-only effect, or another doubt; inactive = no such curve, though single readings can be large; an effect the other way counts as inactive or inconclusive. Potency is the fitted concentration of half-maximal effect. Only part of the results is shown; rates above refer to the full screens.
SMILES,Anesthetic bind,Pol beta inh,Pol iota inh,BLM helicase inh,POLH inh,BAZ2B block,APEX1 inh,G9a block,POLK inh
COC(=O)CCCC1=CC2=C(c3ccccc3)C(=O)C(C)(OC(=O)C3CCCC3)C(=O)C2=CN1CC(C)C (stereo unspecified),-13%,1%,36%[activator],-12%[12.4 µM],2%,u,-5%[12.4 µM],-31%[59 µM],7%
CCNC(=S)N1CCC(Cc2ccccc2)CC1,-10%,28%,42%[activator],-4%,-5%,-4%,-11%,79%[activator],-4%
CCOc1cc2[nH]c(=S)n(CCN3CCC(C)CC3)c(=O)c2cc1OCC,-8%,36%,13%,3%,10%,-1%,-2%,18%[0.501 µM],-6%
COc1cc(N/N=C(\C)c2ccc(N)cc2)nc(-c2ccccc2)n1,-4%,3%,3%,-13%,-23%,32µM*,-7%,45µM*,1%
CC(=O)N1CCOc2ccc(S(=O)(=O)N3CCCC(C)C3)cc21 (stereo unspecified),-7%,0%,11%,2%,0%,-31%,70%[activator],27%,0%
COc1ccc(-n2c(N)cc(=O)nc2SCC(=O)N2CCN(c3ccccc3)CC2)cc1,-10%,38%,-5%,-7%,-11%,-21%,26%,-4%,-10%
Cc1ccc(-c2csc(N/N=C/c3ccco3)n2)cc1,-17%,15%,18%,-10%,-22%,u,-1%,u,-6%
COc1cccc(C(CC(=O)O)NS(=O)(=O)c2ccc3c(c2)N(C(C)=O)CC(C)O3)c1 (stereo unspecified),-6%,4%,1%,0%,-1%,-11%,-13%,6%[59 µM],-14%
CC(=O)OC1CC2C(C)(C)C(O)C=C[C@@]2(C)C2CC[C@@]3(C)C(c4ccoc4)OC(=O)C4OC43[C@]12C (stereo partly specified),-11%,x,x,3%,x,x,0%,x,-3%[60.1 µM]
Nc1nc(CSc2nnnn2-c2ccc(Cl)cc2)nc(N2CCOCC2)n1,-13%,5%,-2%,-4%,-7%,-2%,-1%,17%,-8%
CCN(CC)C(=O)Cn1c(SCC(=O)Nc2ccc(F)cc2)nc2ccccc21,-2%,u,8%,-2%,-14%,-8%,x,2%[59 µM],-6%[60.1 µM]
CCS(=O)(=O)N1CCC(c2nc3ccccc3[nH]2)CC1,-4%,5%,50%[activator],0%,-18%,-2%[57.1 µM],42%,7%,-1%

# One compound at a time (already shown). Order of values: Anesthetic bind | Pol beta inh | Pol iota inh | BLM helicase inh | POLH inh | BAZ2B block | APEX1 inh | G9a block | POLK inh
# Profile of CCS(=O)(=O)N1CCC(c2nc3ccccc3[nH]2)CC1 = -4% | 5% | 50%[activator] | 0% | -18% | -2%[57.1 µM] | 42% | 7% | -1%
# Profile of COc1cc(N/N=C(\C)c2ccc(N)cc2)nc(-c2ccccc2)n1 = -4% | 3% | 3% | -13% | -23% | 32µM* | -7% | 45µM* | 1%
# Profile of CC(=O)N1CCOc2ccc(S(=O)(=O)N3CCCC(C)C3)cc21 (stereo unspecified) = -7% | 0% | 11% | 2% | 0% | -31% | 70%[activator] | 27% | 0%

# New compounds follow:
SMILES,Anesthetic bind,Pol beta inh,Pol iota inh,BLM helicase inh,POLH inh,BAZ2B block,APEX1 inh,G9a block,POLK inh
CC(C)CCNC(=O)C1CCN(S(=O)(=O)c2ccc(-n3cnnn3)cc2)CC1,8%,29%,66%[activator],-2%,0%,5%,-7%,u,-18%
COc1ccc(CNC(=O)c2c3c(nc4ccccc24)C(=O)N(C2CCCCC2)C3)cc1,-5%,-15%,18%,-2%,-25%,-23%,x,2%[59 µM],-2%
Cc1nc(N)nc(C)c1Cc1ccccc1,-10%,0%,13%,2%,4%,17%,1%,13%,-3%
Cc1ccc(N(CC(=O)N2CCN(C3CCCCC3)CC2)S(=O)(=O)c2cccnc2)cc1,-17%,23%,-7%,-1%,-10%,-1%,4%,-41%,3%
O=C(CNC(=O)c1ccccc1)NCc1ccc(Cl)cc1,-7%,16%,34%[activator],-3%,-7%,-8%,3%,-5%,-3%
O=C(Nc1nc2nc(-c3ccccc3)cc(=O)n2[nH]1)c1ccc(Cl)cc1,-7%,22µM*,-16%,-7%,-9%,79µM*,x,u,-18%
Oc1ccccc1C1Nc2cccc3cccc(c23)N1,-19%,-2%,u,1%,-18%,35µM*,0%,-118%[59 µM],-16%
CCC(C)NC(=O)CSC1=Nc2ccccc2C2=NC(c3ccccc3)C(=O)N12 (stereo unspecified),-9%,-11%,10%,2%,2%,6%,4%,-20%,1%
O=C(Nc1ccc2c(c1)C(=O)N(CC1CCCO1)C2=O)c1ccc(Cl)c(Cl)c1 (stereo unspecified),u,22%,-8%,-10%,-8%,8%,-3%,-34%[59 µM],-6%
Cc1cc(C)n2nc(SCc3nnc(SCc4ccccc4)s3)nc2n1,u,-1%,27%,1%,-6%,-2%,11%,-33%,-8%
CCOC(=O)COn1c(=O)c(-c2ccc(Br)cc2)[n+]([O-])c2ccccc21,3%,30%,86%[activator],0%,-11%,8%,6%,9%,-4%
O=c1c(S(=O)(=O)c2cccc(Cl)c2)cn(Cc2ccccc2)c2cc(N3CCOCC3)c(F)cc12,6%,7%,8%,-7%,-10%,3%,x,-2%[59 µM],-7%
CCOC(=O)c1cc(-c2ccccc2)n(CC(=O)Nc2cc(Cl)c(OC)cc2OC)c1C,-2%,1%,7%,-1%,-16%,4%,x,-21%[59 µM],-7%[60.1 µM]
CC1CCCN(c2nc3ccccc3nc2C(C#N)C(=O)OC2CCCCC2)C1 (stereo unspecified),-7%,-9%,x,-2%,x,-18%,-2%,13%,x
OCCC1CN(Cc2cnc(-c3ccccc3)s2)CCN1Cc1ccccc1 (stereo unspecified),-4%,21%,52%[activator],-1%,4%,-19%,23%,x,-8%
CN(C)CCNc1nc2sc3c(c2c(=O)n1-c1ccc(F)cc1)CCCCC3,-19%,-5%,119%[activator],1%,-18%,-25%,5%,u,-1%
O=C(Cn1ccc(NC(=O)OCc2ccccc2)nc1=O)NCc1ccc2[nH]ccc2c1,x,x,22%,x,-7%,1%,50%[activator],0%[0.501 µM],6%
Cc1cccc(-c2noc(CNC(=O)COc3ccccc3C)n2)c1,-11%,u,32%[activator],-4%,-1%,0%,-3%,x,-12%
Cc1cc2c(cc1S(=O)(=O)NCC(C)c1ccccc1)n(C)c(=O)c(=O)n2C (stereo unspecified),-21%,2%,-17%,2%,-11%,5%,22%,6%,-16%
CSc1nsc(SCC(=O)Nc2ccc(C(=O)O)cc2)n1,-4%,-21%,-3%,1%,-3%,-4%,3%,u,1%
CCn1cc(C(=O)NC2CCCCCC2)c2cc(OC)c(OC)cc2c1=O,7%,15%,8%,-2%,-8%,-5%,-1%,-5%[59 µM],-2%
COc1ccccc1CNC(=O)c1cc(-c2ccccc2)n[nH]1,u,6%,18%,0%,-26%,-1%,x,u,5%
Cc1ccc2c(c1)c(=O)c(C(=O)c1ccccc1)cn2Cc1ccccc1F,u,-26%,6%,-2%,1%,u,x,-13%[59 µM],-16%
O=C(CSc1nnc2ccccn12)NC(=O)NC1CCCC1,3%,0%,17%,0%,1%,-1%,1%,8%[59 µM],6%
COc1ccc(S(=O)(=O)N2CCOCC2)cc1NC(=O)Cn1nnc2ccccc2c1=O,-19%,12%,173%[activator],3%,-23%,-24%,6%,-34%,3%
CCOc1ccccc1NC(=O)Cn1c(=O)n(Cc2ccccc2)c(=O)c2cccnc21,57%[activator],0%,-14%,-1%,-4%,7%,x,-18%[59 µM],-3%
CS(=O)(=O)c1ccc(C(=O)OCc2nnc(-c3ccc(Cl)cc3)o2)cc1[N+](=O)[O-],-18%,22%,u,-1%,u,u,8%,u,-7%
Cc1ccc(NC(=O)NC(=O)CN2CCC(C(N)=O)CC2)c(C)c1,x,x,-40%,x,3%,9%,12%,20%[2.33 µM],-11%
CCC(C)NC(=O)C1CCN(S(=O)(=O)N2CCOCC2)CC1 (stereo unspecified),-2%,5%,19%,3%,-13%,0%,1%,-8%,0%
CC[C@H](CC[C@H](C)[C@@H]1CC[C@@H]2[C@H]3CC=C4C[C@@H](O)CC[C@]4(C)[C@H]3CC[C@]21C)C(C)C,4%[29.3 µM],x,x,5%[21.4 µM],x,x,-4%[21 µM],23%[21.5 µM],-6%[12 µM]
CC[C@@]1(C(=O)OC)N[C@H](CN(C)C(=O)Nc2ccc(C)cc2)[C@@H]2C(=O)N(C)C(=O)[C@@H]21,x,x,1%,x,-8%,x,23%,x,-10%
CC12C(=O)N(c3ccc(OC(=O)c4ccco4)cc3)C(=O)C1C1c3ccccc3C2c2ccccc21 (stereo unspecified),-4%,0%,-8%,-10%,-19%,-3%,u,u,2%
CCCC1S/C(=N/N=C/c2ccc(C)cc2)N(Cc2ccc(OC)cc2)C1=O (stereo unspecified),1%,-1%,25%,-1%,-23%,6%,1%,-35%[12.7 µM],-10%
COc1ccccc1-c1ccc(SCc2ccc(F)cc2)nn1,u,u,u,-13%,-15%,87%[activator],-4%,111%[activator],-1%
C/C(=N\O)c1ccc2c(c1)CC(C)O2 (stereo unspecified),4%,3%,-20%,-1%,-14%,1%,-2%,-3%,8%
O=C(CCn1nc(-c2ccccc2)ccc1=O)N1CCN(c2ccccn2)CC1,31%[activator],6%,19%,2%,-7%,33%,-6%,10%[12.7 µM],-13%
NC(=O)c1cnn2c(-c3ccc(Cl)cc3Cl)ccnc12,2%,31%,14%,-2%,-8%,-9%,13%,0%[2.33 µM],7%
COc1ccc(CNC(=S)NC2CCCCC2)cc1,-12%,52%,12%,-10%,-21%,-14%,10%,x,-8%
CC(=O)Nc1ccc(NC(=O)CN2C(=O)COc3ccc(S(=O)(=O)N4CCCCC4)cc32)cc1,-4%,10%,33%,0%,-24%,-20%,23%,35%,0%
COCC(=O)NC1(c2nnnn2CCOC(=O)Nc2ccc(Cl)cc2)CCCCC1,-9%,-27%,80%[activator],-1%,-22%,-26%,6%,5%[59 µM],1%
CC(=O)OCC(NC(=O)C(C)NC(=O)OC(C)(C)C)C1OC(n2cc(C)c(=O)[nH]c2=O)C(OC(C)=O)C1OC(C)=O (stereo unspecified),4%,x,5%,6%,x,x,-2%,x,-23%

# Records listed so far printed as active in G9a block:
Compound | Pol beta inh | Pol iota inh | BLM helicase inh | POLH inh | BAZ2B block | G9a block | POLK inh
COc1cc(N/N=C(\C)c2ccc(N)cc2)nc(-c2ccccc2)n1 | 3% | 3% | -13% | -23% | 32µM* | 45µM* | 1%

# Source: PubChem BioAssay (National Center for Advancing Translational Sciences (NCATS))
